Y pestis TopoI: inhibitors of Yersinia pestis topoisomerase I. Y. pestis Topo-I cleavage product accumulation, plate reader. activity, % at 10 µM. 360,000 compounds, 0.064% hits; in the data active = activity above about 50%, passing the limit was not always enough; inconclusive = no clear call, values can overlap the other calls; note: inactives centre near 2
BH1578 lux ind: induces V. cholerae light production without autoinducers. V. cholerae BH1578 lux reporter, luminescence, 6 h. activation, % at 18.7 µM. 350,000 compounds, 0.16% hits; in the data active = activation mostly above about 9.7%, no sharp cut-off; inconclusive = no clear call, values can overlap the other calls; inactive = mostly below about 3.7%; note: not every result past the cut was called active; inactives centre near 0; reference of the scale not given here
3CLpro inhibitor: SARS-CoV 3CLpro protease inhibition; recombinant SARS-CoV 3CLpro, quenched FRET peptide cleavage; inhibition, % at 6 µM; 290,000 compounds, 0.14% hits; in the data active = inhibition above about 12%
Anthrax LF inh2: inhibitors of Bacillus anthracis lethal factor protease; 360,000 compounds, 0.12% hits; multiplex microsphere protease cleavage assay, LF; inhibition, % at 10 µM; P15917; AID 588501; note: plate controls were buffer without enzyme for full effect and enzyme alone for no effect
BoNT-A LC inh2: inhibitors of Botulinum neurotoxin A light chain protease; inhibition, % at 10 µM; AID 588499; multiplex microsphere protease substrate cleavage, flow cytometry; 360,000 compounds, 0.17% hits; note: plate controls were buffer without enzyme for full effect and enzyme alone for no effect
TcdB GH inh: blocks C. difficile toxin B glycohydrolase activity. P18177. TcdB glycohydrolase enzymatic assay, plate reader. inhibition, % at 9.99 µM. 350,000 compounds, 0.24% hits. AID 652162; in the data active = inhibition above about 10%
SSB-PriA inh: inhibitors of Klebsiella pneumoniae PriA binding to SSB C-terminal tail. AlphaScreen SSBct-PriA binding, biotinylated peptide. inhibition, % at 33 µM. 430,000 compounds, 0.6% hits. AID 1272365; in the data active = inhibition mostly above about 37%, no sharp cut-off; inactive = mostly below about 20%;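 note: plate controls were negative control peptide for no effect and reference peptide for full effect; strong numbers were not always called active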
DUSP3 inh: inhibitors of human VHR1 phosphatase (DUSP3) | inhibition, % at 13.3 µM | 290,000 compounds, 0.52% hits | recombinant VHR phosphatase, pNPP absorbance; in the data active = inhibition above about 50%; note: some compounds called inactive have numbers as strong as hits
PfHsp40 rescue: rescue of PfHsp40-mediated yeast toxicity. S. cerevisiae expressing PfHsp40, growth rescue, ATP luminescence. growth rescue, % at 12.5 µM. 340,000 compounds, 0.68% hits; in the data active = growth rescue above about 28%, passing the limit was not always enough; inconclusive = no clear call, values can overlap the other calls;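 note: yeast W303a lacking pdr1 and pdr3 grown in galactose medium; growth measured after three days at 30 °C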
CCHF vOTU inh: CCHFV vOTU protease inhibition; Pep-AMC fluorescence; AID 651958; inhibition, % at 11.5 µM; 370,000 compounds, 0.55% hits; in the data active = inhibition above about 30%; note: 0% = vehicle wells with enzyme and 100% = no enzyme wells
Starred values were filed as active, the others as inactive; i = inactive; u = inconclusive; x = no result given; & = joins results of further samples. Cut-off read from the data, not from the text of the source, unless noted: active = inhibition above about 30%; inconclusive = no clear call, values can overlap the other calls; inactive = below that. The list is partial; rates above refer to the full screens.

Results follow in this order: BoNT-A LC inh2	TcdB GH inh	DUSP3 inh	Y pestis TopoI	3CLpro inhibitor	BH1578 lux ind	Anthrax LF inh2	CCHF vOTU inh	PfHsp40 rescue	SSB-PriA inh
O=C1CCNc2ccc(-c3ccccc3)cc21
    2.5	0.5	9	-4	5	-0.4	0	-7	-1.1	-3
O=C(CCCN1C(=O)c2cccc3cccc(c23)C1=O)Nc1ccon1
    -1.0	1.1	25	3	-1	0.0	-3	0	-2.9	-14
COP(=O)(CN(Cc1ccccc1)C(=S)Nc1c(C)cccc1C)OC
    -0.2	-0.8	30	-10	3	-0.1	0	-4	0.3	-1
Cc1ccc(S(=O)(=O)N2CCN(c3nc(C)c4c(c3C#N)CC(C)(C)OC4)CC2)cc1
    -0.1	x	22	32	3	-0.3	-1	6	3.1	-5
COc1ccc(CNC(=O)CN2C(=O)CSc3ccc(S(=O)(=O)N4CCCCC4)cc32)cc1
    0.4	-0.6	-12	19	-7	i	0	11	-0.7	-7
COc1ccc([C@H]2CC(=O)C=C(c3cccc(Br)c3)C2)cc1
    0.0	-0.4	x	25	x	i	-1	1	3.9	0
CC(OC(=O)C12CC3CC(CC(O)(C3)C1)C2)C(N)=O (stereo unspecified)
    -0.6	-0.6	-11	0	3	-0.3	-1	3	-2.2	-15
CCOC(=O)Cc1c(Cl)c2ccccc2[nH]c1=O
    -1.2	2.5	12	4	-1	-0.3	1	1	0.0	-2
COc1ccc(-c2cc(=O)[nH]c(=O)[nH]2)cc1
    0.6	x	13	7	-5	x	-7	-11	0.4	-13
CSc1nnc(-c2ccccc2)c(-c2ccccc2)n1
    -0.5	1.1	14	4	2	-0.5	-1	-9	-1.3	-3
COc1ccc(C2c3c(oc4ccccc4c3=O)C(=O)N2c2ccccn2)cc1 (stereo unspecified)
    -0.3	1.9	40	3	-1	-0.2	-2	-2	0.9	-12
CC#CCN1C(=O)N[C@@H](c2ccccc2)C(C(=O)OC)=C1C
    -0.5	1.3	x	-6	x	2.4	-4	6	0.6	3
O=C(Nc1ccccc1)c1c2c(nc3ccccc13)CCCC2
    2.0	-0.4	25	0	-2	-0.8	-4	1	0.5	-5
COc1ccc2c([N+](=O)[O-])c(Cl)[nH]c2c1
    -1.9	0.3	17	-6	0	-1.7	-6	11	0.1	-12
CCOC(=O)[C@H]1[C@H]2COc3ccc(Cl)cc3[C@@H]2N2C(=O)CN(C)C(=O)[C@@]12C
    -0.3	0.1	x	1	x	i	-4	11	-0.6	0
COc1ccc(-n2c(=O)c3ccccc3c3ccccc3c2=O)cc1
    0.1	x	-13	0	3	0.0	-2	9	-1.6	-12
C/C(=N\N1CCN(Cc2ccccc2Cl)CC1)c1ccc(F)cc1
    x	1.1	34	8	2	-0.5	x	-10	0.9	x
CCCC(=O)Nc1cccc(Oc2nc(C)cc(C)c2C#N)c1
    0.7	x	47	-6	4	i	2	-2	-1.2	0
CC(=O)c1ccc(NS(=O)(=O)c2ccc(C(C)(C)C)cc2)cc1
    -0.3	0.5	26	13	4	-1.6	-4	8	0.9	-10&-11
C=CCNC(=S)NCCO
    -1.1	-0.6	-23	13	-3	i	7	-16	0.8	-4
O=C(NCc1ccccc1)c1cc(C2COCCN2C(=O)c2ccccc2)on1 (stereo unspecified)
    -0.3	0.3	x	-1	x	-0.3	-5	2	x	x
O=C(COc1ccccc1F)NNC(=O)c1cc(Br)ccc1Cl
    -0.7	-1.0	x	-1	x	-1.5	-10	-3	-2.6	-11
O=C(CSc1nc2ccc(Cl)cc2[nH]1)N1CCN(C(=O)c2ccco2)CC1
    -0.3	0.9	26	2	3	i	2	9	-0.7	-1
CCCCC(=O)N1CCN(c2ccc(OC)cc2[N+](=O)[O-])CC1
    3.0	0.0	7	4	1	-0.2	0	-15	0.9	1
O=C(Nc1ccc(F)cc1F)NC1CC(=O)N(Cc2ccccc2)C1 (stereo unspecified)
    -0.8	x	13	-2	-1	0.6	3	-6	-0.9	-6
O=C(Cn1nc(C(F)(F)F)cc1C1CC1)Nc1ccccc1F
    -0.3	0.3	-1	-2	4	-0.2	-1	-7	-0.8	-9
CCOC(=O)N1CCC(NC(=O)CSCc2nc(-c3ccc(OC)c(OC)c3)oc2C)CC1
    u	x	32	8	-1	-3.6	0	5	-1.4	-7
O=C(c1ccc(NC2=NC3CS(=O)(=O)CC3S2)cc1)N1CCN(C(=O)c2ccco2)CC1 (stereo unspecified)
    -1.1	0.3	4	9	0	-0.6	0	-4	0.1	-3
Cn1cc(CN2CCc3ccccc3C2)c2ccccc21
    -2.7	1.4	17	4	-6	-0.2	1	10	6.0	3
COc1cccc(NC(=O)CN(C)C(=O)CSc2nc3ccccc3s2)c1
    -2.0	0.2	x	-12	x	-0.7	-4	13	x	-3
Clc1ccccc1C1NCc2ccccc2-n2cccc21 (stereo unspecified)
    -1.1	0.5	20	-1	-4	i	-12	6	0.7	11
O=C(CN1C(=O)c2cccc([N+](=O)[O-])c2C1=O)N1CCN(c2ccc(F)cc2)CC1
    0.4	2.1	1	3	1	-0.4	-7	4	0.7	-2
CC(=O)c1cccc(CN(C)CC2CCCN(CCc3ccccc3C)C2)c1 (stereo unspecified)
    u	0.1	44	15	-1	i	3	-8	0.1	-11
CCOC(=O)N/N=C/c1ccc(F)cc1
    -1.1	0.4	28	-3	4	-0.5	-2	-15	1.3	x
CN1CCN(S(=O)(=O)c2ccc(Nc3ccc(F)cc3)c([N+](=O)[O-])c2)CC1
    -1.3	1.0	x	-1	x	-0.4	0	13	-1.3	18
COc1ccc(/C=C(\NC(=O)c2ccco2)C(=O)NCc2ccco2)cc1
    -3.7	0.6	25	3	1	-0.2	-5	10	-0.5	-4
O=C(COC(=O)c1ccc(O)cc1)Nc1cc(C(F)(F)F)ccc1Cl
    -1.0	1.5	22	-5	2	-0.5	2	5	-0.1	-5
C=CCN(c1ccccc1Cl)S(=O)(=O)c1cc(C(=O)N2CCCC2)ccc1Cl
    0.3	-0.7	2	4	5	-0.4	3	-1	-0.9	-10
O=C1CSC(c2ccc3c(c2)OCO3)N1c1ccc(Oc2ccccc2)cc1 (stereo unspecified)
    0.1	x	33	2	3	0.4	0	0	-0.4	-2
O=C(COC(=O)Cc1ccc(Cl)cc1)NC1CCCC1
    x	1.6	x	4	x	i	x	-6	2.1	-13
CS(=O)(=O)N(CCc1ccccc1)CC(=O)N1CCCCCC1
    0.0	1.5	x	0	x	2.5	0	4	x	x
O=C(NC(=S)N(CCc1ccccc1)CCc1ccccc1)c1ccco1
    -0.8	x	26	10	6	-0.2	-4	3	187*	-4
Cc1ccc(NC(=O)C2CCN(C(=O)NC3CCCCC3)CC2)cc1Cl
    -0.4	x	-1	-1	3	-0.6	-4	8	4.0	4
CC(=O)Oc1ccccc1Cn1c(C)c(C(=O)NCc2ccc(F)cc2)sc1=O
    -0.2	-1.6	x	11	x	-0.5	-2	0	x	x
CC(=O)Nc1ccc(S(=O)(=O)NCc2ccccn2)cc1
    -0.1	1.0	-5	-3	7	-0.3	-2	-7	-0.1	-9
CCN(CC)c1cccc(OCC(=O)N(C)CCC#N)c1
    14	-4.8	11	-10	-2	-0.8	8	7	-1.0	-1
CCS(=O)(=O)c1ccc(Sc2nncn2C)c([N+](=O)[O-])c1
    -0.2	-0.7	5	-10	6	i	-10	-17	-0.4	-5
CCN(c1ccccc1)S(=O)(=O)c1ccc(OC)c(NC(=O)c2ccco2)c1
    -0.1	1.9	x	26	x	i	-1	4	x	x
O=C(NCc1ccc(F)cc1)C(=O)NCC1OCCN1C(=O)c1cccs1 (stereo unspecified)
    0.5	3.1	30	2	1	-4.8	-7	4	-0.9	-7
CCCNC(=O)c1cc(C)no1
    -0.4	x	16	-5	-3	2.9	-3	-7	-0.9	-21
CCOC(=O)C1CCCN(CCC(=O)Nc2c(C(=O)OC)[nH]c3cc(OC)ccc23)C1 (stereo unspecified)
    u	x	17	7	0	i	-2	5	0.2	-3
COc1cccc(/C=N/NC(=O)C(c2ccncc2)N2CCOCC2)c1 (stereo unspecified)
    -0.8	0.6	0	-3	4	0.5	6	3	x	i
Cc1cc(NC(=O)CSc2nnc(-c3cccnc3)n2N)no1
    0.9	x	-6	-3	-3	-0.1	3	-6	0.7	-2
O=c1cc(CO)[nH]cc1OCc1ccccc1
    0.3	2.0	27	9	-3	0.9	4	-2	0.8	-6
Cc1cc(C)n(-c2nc3ccccc3nc2Nc2ccc3[nH]c(=O)[nH]c3c2)n1
    -0.7	x	-8	-2	-3	i	1	-9	12	0
CCN1C(=O)[C@H]2[C@@H](c3ccc(-c4ccc(C(C)=O)cc4)c(OC)c3)N3CCCC[C@@]3(C(=O)OC)[C@H]2C1=O
    0.1	2.8	x	-2	x	-1.2	-6	1	1.4	9
O=C(NCc1cccc(Cl)c1)C1CCN(c2nnc(N3CCCC3=O)s2)CC1
    0.6	-0.4	13	10	1	-0.3	2	-2	-0.6	-2
CCN(CC)CCC(=O)Nc1cccc2c1C(=O)c1ccccc1C2=O
    -1.0	0.3	0	-25	-2	-0.3	4	-1	0.1	18
Cc1ccc(OCC(=O)Nc2ccc(S(=O)(=O)Nc3cc(C)nc(C)n3)cc2)cc1
    -1.6	-0.7	6	11	-2	3.1	-1	3	-0.3	-1
CC1CCC(NC(=O)c2ccc(CNc3c(NC4CCCCC4)c(=O)c3=O)cc2)CC1 (stereo unspecified)
    -0.4	0.9	11	3	-2	-0.3	-9	15	-0.6	101

Further entries follow:
Results follow in this order: BoNT-A LC inh2	TcdB GH inh	DUSP3 inh	Y pestis TopoI	3CLpro inhibitor	BH1578 lux ind	Anthrax LF inh2	CCHF vOTU inh	PfHsp40 rescue	SSB-PriA inh
COc1cc(OC)cc(C(=O)Nc2ccccc2-c2nnn(CC(N)=O)n2)c1
    -0.4	0.8	14	-4	-5	i	-1	1	-0.3	-5
O=S(=O)(NCC(c1ccc2c(c1)OCO2)N1CCOCC1)c1ccc(F)cc1 (stereo unspecified)
    0.3	2.5	x	1	x	-1.8	3	8	-0.1	-1
Cc1cc(C)nc(NS(=O)(=O)c2ccc(NC(=O)Nc3ccccc3F)cc2)n1
    -0.6	3.8	10	-2	5	i	2	-4	x	-4
COC(=O)Cc1ccc(NC(=O)c2ccc(C)c(C)c2)cc1
    -2.5	x	35	10	1	5.9	-1	-1	-0.1	-17
CCN(C(=O)CN1C(=O)COc2ccc(S(=O)(=O)N3CCOCC3)cc21)c1ccc(OC)cc1
    0.2	-0.5	23	15	6	-1.3	-1	-3	0.6	-1
COc1ccccc1CCNC(=O)COc1cccc2c1OC(C)(C)C2
    -0.2	1.5	x	11	x	-10	-2	6	1.2	-3&-2
CCOC(=O)c1c(C)nsc1NC(=O)C1CCCCC1
    -1.7	1.0	35	8	3	-0.4	-16	3	-0.4	-14
CCC(C(=O)Nc1cc(C)cc(C)n1)c1ccccc1 (stereo unspecified)
    -0.4	0.6	x	-4	x	-0.6	-4	-13	x	-6
Cc1cc(=O)oc2cc(OCC(=O)N3CCN(C(=O)C4COc5ccccc5O4)CC3)c(Cl)cc12 (stereo unspecified)
    -0.5	3.0	28	2	-2	-0.4	-1	-18	-1.2	-5
